Source: PubChem (several laboratories)
HIF-2a inh – HIF-2a inhibition; 786-0 RCC cells HIF-2a reporter, luciferase luminescence, overnight; inhibition, % at 18.8 µM; hit rate 0.72% among 360,000;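 active = inhibition of the luminescence signal of 40% or more relative to plate controls, in a single-dose primary screen at 18.75 µM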
Peg3 promoter – reduces Peg3 promoter-driven luciferase expression in HeLa. inhibition, % at 20 µM. HeLa PEG-Prom luciferase reporter, luminescence, overnight. hit rate 1.7% among 360,000;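 active = inhibition of at least 50% at 20 µM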
NR2E3 ag-1 – human photoreceptor-specific nuclear receptor agonism; Q9Y5X4; CHO-S Gal4-NCOR/VP16-NR2E3 two-hybrid, luciferase; inhibition of corepressor binding, % at 3.98 µM; hit rate 0.35% among 360,000; AID 602229;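 active = inhibition above the mean of all tested compounds plus 3 SD, cut at about 70% in these data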;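 note: 0% = DMSO with NR2E3 transfected cells and 100% = cells lacking NR2E3 construct; higher means lower luciferase signal from less NR2E3 corepressor binding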
Target sequence (Q9Y5X4 whole entry, looked up, the tested form may be a part): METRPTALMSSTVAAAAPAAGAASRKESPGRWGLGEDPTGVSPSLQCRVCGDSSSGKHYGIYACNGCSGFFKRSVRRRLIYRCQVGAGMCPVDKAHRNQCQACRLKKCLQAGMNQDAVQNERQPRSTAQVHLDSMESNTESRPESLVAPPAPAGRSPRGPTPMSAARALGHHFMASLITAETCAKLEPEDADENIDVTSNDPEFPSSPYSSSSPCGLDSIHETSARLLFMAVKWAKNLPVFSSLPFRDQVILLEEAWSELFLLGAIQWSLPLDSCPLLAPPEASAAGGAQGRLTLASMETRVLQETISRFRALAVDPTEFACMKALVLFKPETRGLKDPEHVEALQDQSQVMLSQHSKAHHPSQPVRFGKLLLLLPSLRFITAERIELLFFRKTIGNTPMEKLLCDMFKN
LMP1 NFkB inh – inhibitors of Epstein-Barr LMP1-induced NF-kappaB reporter; LMP1-induced NF-kappaB luciferase reporter cells, luminescence; inhibition, % at 12.5 µM; hit rate 0.69% among 350,000; in the data active = inhibition above about 41%;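 note: 0% = neutral control wells and 100% = reference inhibitor control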
KKLEB cytotox – CF airway cell cytotoxicity counter-screen. activity change (cytotoxicity), % at 5 µM. AID 602141. hit rate 0.36% among 360,000. KKLEB CF airway cells viability, ATPlite luminescence, overnight; stronger effect = lower value; cells stimulated with P. aeruginosa culture filtrate;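 active = corrected activity change at or below -50% at 5 µM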
Shn3 3UTR inh – reduces Shn3 3'UTR luciferase signal in osteoblasts | Clone20 osteoblast Shn3 3'UTR firefly luciferase, 24 h | hit rate 0.52% among 360,000 | inhibition, % at 12.5 µM;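 active = mean inhibition of at least 75% with every replicate also reaching 75%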;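 note: 0% = median of neutral control wells and 100% = pilot-screen positive control compound; some compounds past the cut are filed as inactive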
TRAIL sens C8 – caspase-8 TRAIL sensitization | NB7+C8 cells + TRAIL, ATPlite viability luminescence | inhibition (viability loss, TRAIL sensitization), % at 10 µM | hit rate 1% among 360,000 | AID 624354;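 active = compounds causing at least 50% loss of cell viability in the single-dose screen, relative to plate controls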
NR2E3 ag-2 – NR2E3 (human) agonism; Q9Y5X4; hit rate 0.12% among 320,000; GST-NR2E3/biotin-RetCOR TR-FRET, 1536-well; inhibition of corepressor binding, % at 4.78 µM; AID 2300;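 active = percent inhibition above the cutoff of mean plus 3 SD of all tested compounds, set per screening campaign, cut at about 20% in these data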;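 note: 0% = DMSO wells and 100% = biotin wells as full block of FRET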
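System: GST-NR2E3 and biotin-RetCOR proteins; probe or stimulus: 7 nM biotin-RetCOR; doses: compound at 4.8 µM, single dose; schedule: Compound–protein incubation for 5 h at 4 °C; detection: time-resolved FRET; read-out: percent inhibition; controls: biotin wells as high control, 0.6% DMSO wells as low control; format: 1536-well plates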
MITF TRPM1 inh – reduces MITF-dependent TRPM1 promoter luciferase signal. SK-MEL-5 TRPM1 promoter luciferase, 24 h. inhibition, % at 12.5 µM. hit rate 0.83% among 330,000. AID 488899;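 active = mean inhibition across replicates of 60% or more, whatever share of single replicates reaches that level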; note: values of inactives mirror those of a sister screen read the other way
CF NFkB block – cystic fibrosis NF-kB activation inhibition; KKLEB NF-kB-GFP reporter, PAF-induced, GFP fluorescence overnight; inhibition, % at 5 µM; hit rate 0.86% among 360,000; AID 588850;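 active = at least 50% inhibition at 5 µM, scaled per plate between neutral and stimulator controls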;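 note: PAF is a Pseudomonas aeruginosa culture filtrate used as stimulus; plate controls were PAF-stimulated DMSO wells for no effect and unstimulated DMSO wells for full effect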
iPSC survival up – increases survival of single human iPS cells; AID 602274; hit rate 0.044% among 360,000; hiPSC single-cell survival, ATPlite luminescence; 100% = ROCK inhibitor wells, 0% = DMSO; survival enhancement, % at 20 µM; in the data active = survival enhancement above about 18%;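 note: cells exposed to compounds for 16 hours before the ATP read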
* = called active by the depositor; . = no result given. Some of the compounds tested. The share of hits here may be higher or lower than overall.

canonical_smiles,HIF-2a inh,Peg3 promoter,NR2E3 ag-1,LMP1 NFkB inh,KKLEB cytotox,Shn3 3UTR inh,TRAIL sens C8,NR2E3 ag-2,MITF TRPM1 inh,CF NFkB block,iPSC survival up
CS(=O)(=O)N(CC(=O)N1CCN(c2ccccc2F)CC1)C1CCCCC1,-6,7,-4,-5,-2,9,-6,4,-5,-12,-1.2
CCCCCO,14,-11,-7,4,-4,-8,-4,1,-10,2,0.6
CC1=C(C(=O)OCc2cc(C)on2)N2C(=O)[C@@H](NC(=O)OCc3cc(C)on3)[C@H]2SC1,0,-1,-6,2,-3,-15,0,2,-1,-2,-0.2
Cc1cc(C)c2oc(C(=O)Nc3ccc(S(=O)(=O)Nc4nccc(C)n4)cc3)cc(=O)c2c1,13,6,-14,17,2,10,-12,4,-5,-7,-0.5
COc1cc(/C=C2\SC(N)=NC2=O)cc(OC)c1,-5,-16,-27,-5,-18,-5,-9,.,-4,41,-0.3
COc1ccccc1NC(=O)NCc1ccco1,8,-11,-15,-7,2,28,3,-1,-7,3,0.9
COc1ccc(C(C)=O)cc1CC(=O)NC1CCCCCC1,13,6,-4,-2,-4,10,-5,6,9,12,0.1
CC[n+]1c(/C=C(\C)OC)sc2ccccc21,9,6,-36,-17,1,5,0,.,-4,-6,3.7
Cc1ccc(CNC(=O)COC(=O)C2CCN(S(=O)(=O)c3cccs3)CC2)cc1,-2,-3,-28,6,-6,-1,-6,-2,0,17,-0.8
CC1=C(C(=O)Nc2ccc(C)cc2)C(c2ccco2)NC(=O)N1 (centres undefined),13,8,6,4,-1,2,-13,-5,9,4,3.1
CC(=O)Nc1ccc(-c2csc(NC(=O)Cc3ccccc3F)n2)cc1,-186,-163,-40,-6,-1,5,9,2,-19,-7,1.2
Cc1c(/C=N/NC(=O)c2cc(Br)ccc2O)c(=O)n(C)c(=O)n1C,8,-8,-18,-5,-6,-16,-6,2,8,-17,0.5
O=C(/C(C=Nc1cccc(C(F)(F)F)c1)=C(/O)c1ccco1)C(F)(F)F,-143,-67,-16,-13,-1,-69,-4,-3,-29,-14,-1.1
COc1cc(NC(=O)CSc2nnc3c(C)cc4c(C)ccc(C)c4n23)c(C(=O)O)cc1OC,11,9,-3,-7,-18,-6,-5,0,-5,-4,-0.2
Cc1nn(-c2ccccc2)c(Cl)c1C1C(C#N)=C(N)OC2=C1C(=O)CCC2 (centres undefined),30,16,-16,2,-7,-14,9,3,7,5,6.9
CCOC(=O)c1c(NC(=O)CCC(=O)N2CCOCC2)sc2c1CC(C)(C)OC2,6,11,-11,-2,-4,2,-1,-5,0,-1,6.9
CN(Cc1ccccc1)C(=O)c1cccc(NC(=O)Cc2ccc(NC(=O)C3CCCN(C(=O)C4CCCC4)C3)cc2)c1 (centres undefined),20,8,-1,-5,0,-12,8,.,-2,2,0.5
CCN1CCN(C(=O)c2ccc(CN(c3ccccc3)S(=O)(=O)c3ccccc3)cc2)CC1,8,9,-6,-6,-8,23,-8,-1,-6,-3,1.2
COC(=O)C1=C(C(=O)c2ccccc2)C(c2ccc(OC)c(OC)c2)Nc2nnnn21 (centres undefined),-32,-26,-3,7,8,-22,6,1,-7,-4,0.3
c1ccc2nc3[nH]cnc3nc2c1,-30,-15,-14,-8,3,-14,-25,-2,0,-8,-1.5
COC(=O)Cn1cnc2c1c(=O)n(C)c(=O)n2C,11,12,-3,4,4,-8,-4,4,-3,-7,7.7
C/C=C(\C)C(=O)NCCN1C2=NC[C@@H](C)N2C[C@@H]1Cc1ccc(OC)cc1,11,-3,-20,4,4,0,1,4,-10,-2,4.7
CCN(CC)S(=O)(=O)c1cc(NC(=O)C2=COCCO2)ccc1Cl,-2,-5,-9,-7,-16,1,5,1,2,17,0.2
Cc1cccc(N2Cc3ccc(Br)cc3C2)c1,-271,-179,-31,-23,3,-45,-5,1,-66,8,-0.8
NC(=O)c1c(NC(=O)CSc2nc(N)cc(=O)[nH]2)sc2c1CCCC2,18,16,-4,-12,1,22,-1,1,-1,-28,-0.1
CCCCC(CC)C(=O)Nc1cc([N+](=O)[O-])ccc1F (centres undefined),20,6,-12,10,-5,9,-3,1,1,-5,-0.6
CCOC(=O)Nc1ccc(S(=O)(=O)N2CCOCC2)cc1,11,-5,7,1,0,10,-14,-1,11,-2,1.3
CC1CC2=C(NC(=S)NC2c2ccc(F)cc2)/C(=C/c2ccc(F)cc2)C1 (centres undefined),7,-3,-10,-17,12,32,-9,1,11,-24,0.3
Cc1cc(NC(=O)OC2CCCCC2)ccc1[N+](=O)[O-],-214,-324,-159,-28,-5,-67,30,2,-105,7,-0.6
C/C(=N\Nc1ccc(S(N)(=O)=O)cc1[N+](=O)[O-])c1ccc2c(c1)OCO2,0,46,18,2,-13,12,8,.,-13,-5,-0.3

In a second layout: results already given.
NC(=O)c1c(NC(=O)CSc2nc(N)cc(=O)[nH]2)sc2c1CCCC2
  HIF-2a inh = 18; Peg3 promoter = 16; NR2E3 ag-1 = -4; LMP1 NFkB inh = -12; KKLEB cytotox = 1; Shn3 3UTR inh = 22; TRAIL sens C8 = -1; NR2E3 ag-2 = 1; MITF TRPM1 inh = -1; CF NFkB block = -28; iPSC survival up = -0.1
CCCCC(CC)C(=O)Nc1cc([N+](=O)[O-])ccc1F (centres undefined)
  HIF-2a inh = 20; Peg3 promoter = 6; NR2E3 ag-1 = -12; LMP1 NFkB inh = 10; KKLEB cytotox = -5; Shn3 3UTR inh = 9; TRAIL sens C8 = -3; NR2E3 ag-2 = 1; MITF TRPM1 inh = 1; CF NFkB block = -5; iPSC survival up = -0.6

New compounds follow.
canonical_smiles,HIF-2a inh,Peg3 promoter,NR2E3 ag-1,LMP1 NFkB inh,KKLEB cytotox,Shn3 3UTR inh,TRAIL sens C8,NR2E3 ag-2,MITF TRPM1 inh,CF NFkB block,iPSC survival up
O=C(c1c[nH]c(C(=O)C(Cl)(Cl)Cl)c1)c1c(F)cccc1F,22,27,-25,3,-11,-20,-10,2,22,-8,-0.8
COc1cc(OC)cc(C(=O)NCC(=O)OCC(=O)Nc2ccc(C)c(S(=O)(=O)N3CCOCC3)c2)c1,8,3,-6,2,-25,-6,-7,.,8,12,0.1
Cc1ccccc1OCC(=O)N/N=C/c1cccc(Oc2ccc([N+](=O)[O-])cc2[N+](=O)[O-])c1,9,13,-17,0,1,-17,14,0,5,-30,-0.3
CC(=O)Nc1cccc2ncccc12,8,8,10,1,6,3,0,0,-3,11,-0.8
C/C(CC(=O)Nc1ccccc1[N+](=O)[O-])=N\NC(=O)COc1ccccc1C,0,-3,0,-2,10,12,1,1,1,-12,1.2
Clc1cccc(Cl)c1Cn1nnc(N2CCCC2)n1,-207,-172,-61,-9,-8,-12,-10,-3,-39,7,-0.5
C/C(CC1(O)/C(=N/O)CCc2nonc21)=N\O (centres undefined),16,13,-3,25,-5,28,-19,3,0,4,1.2
COCCNC(=O)Cc1c(C)c2c(cc(C)c3c(C(C)(C)C)coc32)oc1=O,-118,-49,-118,-21,-15,-12,22,-4,-5,10,1.4
COc1cc(CC(=O)OCn2nnc3ccccc3c2=O)cc(OC)c1OC,15,-26,-6,1,3,-6,15,-1,1,12,-0.4
O=C(NC1CCCCC1)C1c2ccccc2C(=O)N1Cc1ccco1 (centres undefined),14,3,13,-1,-5,11,4,-3,16,10,-2.3
CCCC(=O)N1CCN(c2nc3ccc(Cl)cc3s2)CC1,-247,-276,-25,-10,-2,8,26,2,-72,-2,-0.3
CCCNC(=O)/C=C/C(=O)O,10,7,-12,0,9,-13,0,5,-3,-9,-2.3
COc1cc(CCCN2C(=O)C(=O)NC[C@H]2Cc2cccc3ccccc23)cc(OC)c1OC,14,10,22,11,-6,4,-9,1,0,30,1.7
COc1ccc(/C=C(\C#N)C(=O)OCC(=O)NCc2ccccc2)cc1,8,0,2,-5,21,-16,-3,0,1,-22,-0.3
COC(=O)C1=C(C)NC2=C(C(=O)CCC2)C1c1cccc(C)n1 (centres undefined),15,1,-1,-1,9,11,-6,-1,-5,-4,0.9
CCN(CC)S(=O)(=O)c1ccc2oc(C(=O)Nc3ccc(OC)cc3OC)c(C)c2c1,14,5,-33,30,-10,53,11,-5,18,4,1.7
Cc1ccn2c(c1)nc(=O)c1cc(S(=O)(=O)N3CCCCC3)ccc12,6,11,-25,-2,-3,-9,-4,1,-1,-24,0.3
COC(=O)c1cc(S(=O)(=O)N(C)C2CCCCC2)c[nH]1,-4,3,2,-4,2,-10,1,-2,0,-5,0.5
CCOC(=O)CC1C(=O)NCCN1C(=O)c1ccc(F)cc1F (centres undefined),4,-1,-20,-5,2,-5,-17,0,-1,-4,-3.8
Cc1cccc(C(=O)Nc2sc(C)c(-c3ccccc3)c2C#N)c1,-164,-225,-160,-33,-1,-16,21,1,-66,-7,-2.1
NS(=O)(=O)c1ccc(S(=O)(=O)N(Cc2ccccc2F)CC2CCCO2)cc1 (centres undefined),14,-10,-21,-2,11,11,-8,3,-4,-15,0.3
CC1CCN(C(=O)CN(Cc2ccccc2)S(C)(=O)=O)CC1,11,6,-20,-1,-7,-37,-10,4,2,16,-0.3
O=C(O)/C=C/C(=O)N1CCN(Cc2ccc3c(c2)OCO3)CC1,9,10,-30,-5,-2,-3,-13,0,9,13,-0.6
CCOC(=O)CSc1nnc(-c2ccc3ncccc3c2)n1C,0,-27,-36,5,0,0,-8,-3,4,0,1.0
COc1ccc(C(=O)OCC(=O)NC2CC2)cc1S(=O)(=O)Nc1ccc(C)cc1,-3,-5,4,-1,0,6,-11,2,-2,-12,0.2
